High-throughput results deposited in PubChem by several laboratories.
Exocytosis inh – LAMP-1 surface exposure blockers, TALL-104 cells – cell-based, flow cytometry, MLPCN library, primary screen; TALL-104 LAMP-1 surface exposure; cells stimulated with thapsigargin and PMA; inhibition, % at 10 µM; 0.66% of 360,000 active;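 active means inhibition above about 55%, limit read from the data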
MC4R antagonist – MC4R antagonists of cAMP signaling, primary screen, cell-based, TR-FRET, antagonist arm of biased-ligand search | 0.48% of 360,000 active | MC4R-expressing cells, MTII-stimulated cAMP, LANCE TR-FRET | inhibition, % at 6.5 µM;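 active means inhibition above its plate's cutoff, the mean of tested wells on that plate plus 3 SD, cut at about 29% in these data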;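 further: 0% = Melanotan II alone and 100% = Melanotan II plus saturating MCL0020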
Target sequence (P32245 whole entry, looked up): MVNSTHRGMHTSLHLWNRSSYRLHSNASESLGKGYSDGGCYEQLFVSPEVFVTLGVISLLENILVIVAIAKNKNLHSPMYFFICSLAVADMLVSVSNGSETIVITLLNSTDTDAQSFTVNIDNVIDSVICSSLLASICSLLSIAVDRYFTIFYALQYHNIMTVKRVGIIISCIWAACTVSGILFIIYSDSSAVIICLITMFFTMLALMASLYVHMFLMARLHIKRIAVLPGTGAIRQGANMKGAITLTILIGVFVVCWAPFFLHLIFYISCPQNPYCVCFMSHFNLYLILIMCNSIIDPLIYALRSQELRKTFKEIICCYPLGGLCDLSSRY
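System: U2OS cells stably expressing human melanocortin 4 receptor (MC4R). Reagent: Melanotan II challenge after compound preincubation. Doses: 6.5 µM. Times: 30-min compound, 1-h challenge, 1-h detection, room temperature. Measured by: TR-FRET with Eu-cAMP and labeled anti-cAMP, 671 nm. Replicates: singlicate.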
Glyco luc inh – increase of ERlucT glycosylation luciferase signal, primary screen, N-linked glycosylation inhibitor project, D54 ERlucT cells, luminescence, set 2; D54 ERlucT glycosylation luciferase reporter, 24 h; percent of 100 nM tunicamycin response; reporter increase, % at 12.5 µM; 0.23% of 360,000 active; AID 588692, 2011;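 active means mean luciferase reporter signal, scaled so untreated is 0 and the glycosylation-blocking control 100, at or above a set limit in every replicate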;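 further: luciferase carries N-glycosylation sites so blocking glycosylation raises the light; 0% = median of neutral control wells and 100% = median of 100 nM tunicamycin wells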
MC4R ag barr – MC4R agonists recruiting beta-arrestin, primary screen, cell-based, luminescence, agonist arm of biased-ligand search; activation, % at 8.9 µM; U2OS MC4R beta-arrestin complementation; percent of melanotan II response, DMSO zero; 0.98% of 360,000 active; AID 540308, 2011; Melanocortin receptor 4 (Homo sapiens), P32245;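 active means activation above a per-plate cutoff, the mean activation of sample wells on that plate plus 3 SD, cut at about 8% in these data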
HTR2A ag – mouse Htr2a agonists via beta-arrestin recruitment, primary screen, cell-based, luminescence; CHO-K1 mHTR2A beta-arrestin complementation; percent of 30 µM serotonin response; activation, % at 7.6 µM; 0.66% of 360,000 active; 5-hydroxytryptamine receptor 2A (Mus musculus), P35363;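 active means activation above a run cutoff, the mean activation of all tested compounds plus 3 SD, cut at about 14% in these data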;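 further: 0% = plate median of compound wells and 100% = 30 µM serotonin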
Target sequence (P35363 whole entry, looked up): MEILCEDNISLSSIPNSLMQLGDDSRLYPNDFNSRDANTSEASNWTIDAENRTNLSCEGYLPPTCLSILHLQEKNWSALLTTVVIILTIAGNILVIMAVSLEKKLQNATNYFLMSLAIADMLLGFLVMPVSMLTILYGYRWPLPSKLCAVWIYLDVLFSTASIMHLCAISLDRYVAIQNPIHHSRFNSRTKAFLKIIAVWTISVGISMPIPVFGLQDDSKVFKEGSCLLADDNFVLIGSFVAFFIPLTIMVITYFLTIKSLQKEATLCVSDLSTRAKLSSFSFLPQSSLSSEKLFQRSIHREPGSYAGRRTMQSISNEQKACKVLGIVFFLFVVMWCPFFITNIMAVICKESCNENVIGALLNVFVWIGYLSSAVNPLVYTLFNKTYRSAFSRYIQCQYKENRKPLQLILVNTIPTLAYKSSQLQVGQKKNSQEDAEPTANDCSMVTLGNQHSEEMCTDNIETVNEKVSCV
aDG glyco act – activators of alpha-DG glycosylation, primary screen, uHTS, Pro5-aDG cells, AlphaScreen; activation, % at 10 µM; 0.22% of 360,000 active; alpha-DG glycosylation AlphaScreen (IIH6); 0% Pro5, 100% B10-LARGE cell signal; AID 624168, 2012;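 active means activation of at least 8% versus controls, or a plate z-score of at least 8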;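 further: Pro5 are CHO cells carrying HIG-tagged alpha-DG that lacks glycosylation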
hiPSC survival – enhancers of single-cell hiPSC survival, primary screen, ATPlite luminescence; 100% = ROCK inhibitor wells, 0% = DMSO; survival enhancement, % at 20 µM; 0.044% of 360,000 active; AID 602274, 2012; in the data active means survival enhancement above about 18%;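 further: cells exposed to compounds for 16 hours before the ATP read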
ABHD5 PLIN5 PPI – ABHD5-PLIN5 interaction inhibitors, primary screen, cell lysate, split luciferase complementation, luminescence | inhibition, % at 4 µM | AID 602281, 2012 | Split G. princeps luciferase complementation, 4 h | Perilipin-5 (Homo sapiens) + 1-acylglycerol-3-phosphate O-acyltransferase ABHD5 (Homo … | 0.78% of 360,000 active;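 active means inhibition above the mean inhibition across every tested compound plus 3 SD, cut at about 22% in these data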;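 further: 0% = DMSO only wells and the 100% control is not disclosed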
ABCB6 inh MLPCN – ABCB6 transporter inhibitors, primary screen, K562-ABCB6 cells, flow cytometry, MLPCN library; K562-ABCB6 porphyrin accumulation, 1 h; stronger effect = lower value; fluorescence ratio to DMSO, % at 10 µM; ATP-binding cassette sub-family B member 6 (Homo sapiens), Q9NP58; 0.19% of 360,000 active;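 active means fluorescence ratio to DMSO below 75%, the collection mean minus 3 SD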;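 further: signal is porphyrin accumulated inside mitochondria; 100% equals median channel fluorescence of DMSO control wells; lower ratio means ABCB6 inhibition with less porphyrin fluorescence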
Cardio protect – cardioprotection against H2O2-induced cell death, primary screen, uHTS, H9c2 cells, ATPLite luminescence. H9c2 cardiomyocytes, H2O2 injury protection, 2 h. protection from H2O2 cell death, % at 20 µM. 0.63% of 360,000 active;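 active means compounds giving at least 50% protection of heart cells from peroxide-induced death in the single-dose screen, raw or plate-pattern-corrected value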;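 further: 0% = DMSO wells with peroxide and 100% = DMSO wells without peroxide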
* hit, by the source's call.

Molecule,Exocytosis inh,MC4R antagonist,Glyco luc inh,MC4R ag barr,HTR2A ag,aDG glyco act,hiPSC survival,ABHD5 PLIN5 PPI,ABCB6 inh MLPCN,Cardio protect
Cc1cc(CC(C)C)n(-c2nc3ccccc3c(=O)n2OCC(N)=O)n1,0,7,-3,-0.3,-1,0.1,-2.3,2,100,4
Cc1c(NC(=O)/C=C/c2cn(-c3ccccc3)nc2-c2ccc(F)cc2)c(=O)n(-c2ccccc2)n1C,-2,5,13,-0.1,4,0.1,-0.7,11,101,4
CCOC(=O)c1[nH]c(C)c(C(=O)Nc2ccccc2C)c1C,0,-9,19,-0.1,6,0.2,-2.0,2,104,-7
Cc1ccn2c(NC(=O)c3cccs3)c(-c3ccccc3)nc2c1,-8,7,1,-1.2,3,0.6,-0.4,-4,103,4
CCOC(=O)C1CCCN(S(=O)(=O)CCNC(=O)c2ccc3c(c2)OCO3)C1 (stereo not drawn),-2,1,2,-1.1,9,-0.2,0.3,-6,94,-4
CC1(C(=O)NNC(=O)c2ccc(=O)oc2)CC1Br (stereo not drawn),-6,3,2,-2.1,2,-0.1,0.8,-2,98,-4
CN(C)CCOCCSc1ccc(Cl)cc1,0,2,-2,-1.4,-8,0.2,2.1,-2,100,4
O=C(c1noc2c1CCCC2)N1CCOCC1,2,4,1,1.0,6,0.1,3.0,-1,99,7
O=C1/C(=C2\C(=O)N(Cc3ccc(F)cc3)c3ccccc32)SC(=S)N1CCS(=O)(=O)O,0,-1,-1,-2.2,6,-0.2,-0.1,4,97,2
CCOC(=O)c1nnn(-c2nonc2N)c1CSc1ccccc1,-2,-4,2,-0.1,4,-0.1,-2.4,-5,86,9
CCn1ccnc1CNC(=O)c1cc(COc2ccc(F)cc2F)on1,5,11,-1,-1.7,-6,-0.1,1.1,4,98,-1
Cc1cccc(COC(=O)Nc2ccc(NC(=O)c3ccccc3Cl)cc2)c1,-8,4,-6,3.4,0,0.2,-0.2,4,91,2
COc1ccc(C2=CC(=O)C[C@H](COCc3ccccc3)N(C(=O)OC(C)(C)C)O2)cc1,2,10,-7,-1.6,14,0.2,-1.6,0,88,-7
COc1ccc(CC(=O)Nc2c(C(=O)N3CCN(c4ncccn4)CC3)oc3ccccc23)cc1OC,-14,2,2,-0.3,-4,-0.2,-0.7,1,97,3
CCOC(=O)C1CCCN(Cc2cc(Br)ccc2OC)C1 (stereo not drawn),-2,8,1,-0.1,-4,0.1,2.7,-6,96,14
Brc1ccc(-n2cnc(-c3ccccc3)c2)cc1,13,-2,-9,-1.3,0,0.2,-0.2,3,84,-11
CCn1c(SCC(=O)Nc2cc(C)ccc2C)nc2c(c1=O)SC(C)C2 (stereo not drawn),13,1,3,-0.7,-1,-0.1,-2.2,2,105,6
COC(=O)CCC(=O)Nc1ccc(C)cc1OC(=O)CCC(=O)OC,5,5,-1,0.7,7,0.0,-0.7,0,82,15
CN(C)Cc1c[nH]c2nccnc12,-1,3,0,-0.3,2,-0.1,0.5,3,93,-2
O=C(O)CCCC(=O)Nc1ccc(S(=O)(=O)Nc2nccs2)cc1,-2,8,3,0.0,-1,0.1,-0.8,-5,98,-3
CCCOc1ccc(Cc2nn3c(=O)/c(=C/c4ccco4)sc3nc2=O)cc1,0,12,1,0.2,2,0.1,3.9,4,105,2
COc1ccc(-c2noc(COc3ccc4c(c3)OCO4)n2)cc1OC,-2,3,2,-0.1,2,-0.1,0.9,9,97,-4
Cc1c(C(=O)OCc2ccccc2)[nH]c2c1C(=O)CC(c1ccco1)C2 (stereo not drawn),0,-24,-3,5.4,-2,0.1,-2.6,14,102,-18
C=CCn1c(C(C)NC(=O)c2ccccc2C)n[nH]c1=S (stereo not drawn),13,-4,0,-1.3,-2,-0.2,0.2,-1,96,0
CN(C)S(=O)(=O)N1CCN(c2ccc([N+](=O)[O-])cc2)CC1,5,0,-1,-3.4,-1,-0.2,2.4,1,100,0
CCN1CCN(C(c2cccs2)C(C)NC(=O)c2ccco2)CC1 (stereo not drawn),-2,-1,-1,-1.7,-7,0.0,0.2,3,106,9
CCc1nc2ccc(C(=O)N(C)Cc3ccccc3)cn2c1N(CC)Cc1cccc(Br)c1,5,1,-3,0.2,-6,0.3,-1.4,9,98,-1
COc1ccc(Nc2nc(C(=O)N(CCO)Cc3ccccc3)cs2)cc1,0,7,-2,-0.4,-3,0.3,-1.5,5,97,4
Cc1csc(CNc2ncnc3ccc(-c4ccc5c(c4)OCO5)cc23)c1,-2,8,-3,6.2,3,0.1,-3.4,8,100,-17
O=C(CCN1C(=O)COc2ccccc21)N1CCN(c2ccccn2)CC1,-2,10,-1,0.0,2,0.0,1.7,6,100,0

Record cards, from the list above:
Entry for `O=C(O)CCCC(=O)Nc1ccc(S(=O)(=O)Nc2nccs2)cc1` → Exocytosis inh: -2; MC4R antagonist: 8; Glyco luc inh: 3; MC4R ag barr: 0.0; HTR2A ag: -1; aDG glyco act: 0.1; hiPSC survival: -0.8; ABHD5 PLIN5 PPI: -5; ABCB6 inh MLPCN: 98; Cardio protect: -3
Entry for `COc1ccc(C2=CC(=O)C[C@H](COCc3ccccc3)N(C(=O)OC(C)(C)C)O2)cc1` → Exocytosis inh: 2; MC4R antagonist: 10; Glyco luc inh: -7; MC4R ag barr: -1.6; HTR2A ag: 14; aDG glyco act: 0.2; hiPSC survival: -1.6; ABHD5 PLIN5 PPI: 0; ABCB6 inh MLPCN: 88; Cardio protect: -7

In another format: eight of the compounds above
Below each SMILES – Exocytosis inh, MC4R antagonist, Glyco luc inh, MC4R ag barr, HTR2A ag, aDG glyco act, hiPSC survival, ABHD5 PLIN5 PPI, ABCB6 inh MLPCN, Cardio protect
> Cc1c(C(=O)OCc2ccccc2)[nH]c2c1C(=O)CC(c1ccco1)C2 (stereo not drawn)
→ 0, -24, -3, 5.4, -2, 0.1, -2.6, 14, 102, -18
> C=CCn1c(C(C)NC(=O)c2ccccc2C)n[nH]c1=S (stereo not drawn)
→ 13, -4, 0, -1.3, -2, -0.2, 0.2, -1, 96, 0
> CN(C)S(=O)(=O)N1CCN(c2ccc([N+](=O)[O-])cc2)CC1
→ 5, 0, -1, -3.4, -1, -0.2, 2.4, 1, 100, 0
> CCN1CCN(C(c2cccs2)C(C)NC(=O)c2ccco2)CC1 (stereo not drawn)
→ -2, -1, -1, -1.7, -7, 0.0, 0.2, 3, 106, 9
> CCc1nc2ccc(C(=O)N(C)Cc3ccccc3)cn2c1N(CC)Cc1cccc(Br)c1
→ 5, 1, -3, 0.2, -6, 0.3, -1.4, 9, 98, -1
> COc1ccc(Nc2nc(C(=O)N(CCO)Cc3ccccc3)cs2)cc1
→ 0, 7, -2, -0.4, -3, 0.3, -1.5, 5, 97, 4
> Cc1csc(CNc2ncnc3ccc(-c4ccc5c(c4)OCO5)cc23)c1
→ -2, 8, -3, 6.2, 3, 0.1, -3.4, 8, 100, -17
> O=C(CCN1C(=O)COc2ccccc21)N1CCN(c2ccccn2)CC1
→ -2, 10, -1, 0.0, 2, 0.0, 1.7, 6, 100, 0

(cont.)
Molecule,Exocytosis inh,MC4R antagonist,Glyco luc inh,MC4R ag barr,HTR2A ag,aDG glyco act,hiPSC survival,ABHD5 PLIN5 PPI,ABCB6 inh MLPCN,Cardio protect
CCOCC(=O)N(CC)Cc1ccccc1,0,15,2,-2.8,4,0.1,0.1,-3,99,2
COc1ccccc1-c1csc2ncnc(Sc3nnnn3C)c12,20,6,-7,-0.3,0,0.0,-1.5,1,97,22
CCCCN(C1CCS(=O)(=O)C1)S(=O)(=O)c1ccc(OC)cc1 (stereo not drawn),8,5,3,-2.2,4,-0.3,-0.3,7,100,0
COc1cc(/C=C/C(=O)NCCN2CCOCC2)cc(OC)c1OC,-7,9,6,-1.1,-1,-0.2,3.3,-1,99,5
Brc1ccccc1OCCN1CCCC1,-10,0,3,-2.4,-9,0.0,-0.2,-2,100,9
O=C1CSC(=S)N1N=Cc1ccc2c(c1)OCO2,5,-2,0,-2.2,-8,-0.1,-3.6,-25,94,0
Cn1cccc1P(=O)(c1cccn1C)c1cccn1C,-3,3,6,-1.6,-2,-0.1,-0.6,4,92,3
O=C(CCN1C(=O)/C(=C/c2ccccc2)SC1=S)N1CCCCCC1,3,13,6,-0.6,-6,-0.1,-0.7,-12,78,-8
O=C(NCc1ccccn1)c1cc2ccccn2n1,-4,4,0,-0.6,7,2.0,2.0,4,94,-3
O=C(Oc1cccc2ccccc12)c1ccccc1,-3,9,4,0.7,0,0.3,-3.0,3,98,-9
COc1ccc(N2CCN(C(CNC(=O)C(=O)NCc3ccncc3)c3ccco3)CC2)cc1 (stereo not drawn),-3,-1,-2,-1.1,12,0.3,0.3,2,102,2
CCCn1c(N)c(C(=O)CSc2nnc(Cc3cccs3)n2C2CC2)c(=O)[nH]c1=O,-1,6,1,-2.7,-3,-0.1,-1.2,-2,100,-1
CCc1cc(-c2n[nH]c(=S)n2C(C)c2ccccc2)cs1 (stereo not drawn),-2,12,3,0.1,4,0.0,-0.5,-13,105,-5
CC(C)C1S/C(=N/N=C/c2ccco2)NC1=O (stereo not drawn),7,5,1,-1.8,-3,-0.3,0.4,-3,96,9
COc1ccc(-n2cc(-c3ccc(OC(F)F)cc3)[n+]3c2CCCCC3)cc1,2,2,1,-2.1,2,0.0,-2.3,2,96,-30
CCOc1ccc(N=C2NC(=O)S/C2=C\c2ccc(O)cc2)cc1,0,-7,3,1.2,-8,-1.1,0.3,7,106,-20
Cc1ccc(C(=O)NNC(=O)c2ccc3ccccc3c2)cc1,9,4,1,-0.7,1,0.2,-2.6,5,99,-4
O=[N+]([O-])c1ccccc1S(=O)(=O)NC1CCCCCCC1,-6,28,-2,1.1,-1,0.0,-0.3,-1,95,-4
COc1ccc2[nH]c(=O)c(CN(C)C(=O)c3cccs3)cc2c1,-2,4,0,0.9,-2,0.0,-0.2,1,96,6
O=C(Cc1ccccc1)NCCS(=O)(=O)N1CCN(c2ccccc2)CC1,1,1,1,-0.5,-1,0.2,0.0,4,94,1
CC1CN(CCCCOc2ccc3ccccc3c2)CC(C)O1 (stereo not drawn),3,16,-1,2.7,-2,0.4,-0.6,6,101,-4
O=C(Nc1nc(-c2ccccn2)cs1)C1COc2ccccc2O1 (stereo not drawn),5,7,-6,-2.5,-5,0.5,0.0,-13,88,31
CCN(CC)C(=O)Oc1cc(=O)n2c3c(cccc13)CCC2,1,6,-1,0.3,7,-0.1,0.2,1,97,4
COc1ccc(N2CCN(C3CCCN(Cc4ccc(F)cc4)C3)CC2)cc1 (stereo not drawn),29,0,2,2.2,-5,-0.1,-0.5,8,101,19
